# RORg inh – inhibitors of mouse ROR gamma transcriptional activity | Drosophila S2 Gal4-RORgamma UAS-luciferase reporter, 20 h | Potency, µM (series often up to 53.6 µM), for inactives: top-dose activity change, negative = inhibition, most hits filed as inhibitors | 5.4% of 310,000 active | AID 2551; note: potency is the fitted concentration of half-maximal effect; % is set by controls: 0 for no effect and ±100 for the full control effect; nearly all actives have a fitted effect of over 60% in size
# Target sequence (P51450 whole entry, looked up, the tested form may be a part): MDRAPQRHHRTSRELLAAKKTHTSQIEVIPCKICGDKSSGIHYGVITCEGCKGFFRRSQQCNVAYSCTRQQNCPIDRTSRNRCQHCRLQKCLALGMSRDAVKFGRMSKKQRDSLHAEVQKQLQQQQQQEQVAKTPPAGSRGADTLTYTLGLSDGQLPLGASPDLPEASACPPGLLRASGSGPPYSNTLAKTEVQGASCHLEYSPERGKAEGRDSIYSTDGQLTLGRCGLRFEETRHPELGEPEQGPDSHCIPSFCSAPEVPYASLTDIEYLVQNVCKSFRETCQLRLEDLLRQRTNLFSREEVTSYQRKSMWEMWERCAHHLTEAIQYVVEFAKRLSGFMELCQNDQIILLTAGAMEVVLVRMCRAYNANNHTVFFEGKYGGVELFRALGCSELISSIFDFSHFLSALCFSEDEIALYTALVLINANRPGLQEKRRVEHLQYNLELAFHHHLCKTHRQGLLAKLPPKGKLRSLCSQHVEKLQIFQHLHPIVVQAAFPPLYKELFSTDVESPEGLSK
#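 Compounds are pin-transferred onto Drosophila Schneider cells expressing a copper-inducible Gal4–ROR gamma transactivation domain fusion. After 1 hr, copper sulfate is added to 700 uM final; luciferase is read 20 hr later.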
# PKM2 act – PKM2 (human) enzyme activation | P14618 | purified PKM2, Kinase-Glo ATP luminescence, activation; response scale: 0% is enzyme alone, no compound | Potency, µM (highest dose often 57.5 µM), for inactives: at the highest dose activation, most hits filed as activators | 0.34% of 260,000 active; note: potency is the fitted concentration of half-maximal effect; % is set by controls: 0 for no effect and ±100 for the full control effect; nearly all actives have a fitted effect of over 55% in size
#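 Purified hPK-M2 (>95% pure) converted ADP (0.1 mM final) to ATP with 0.5 mM PEP in 50 mM imidazole pH7.2, KCl, MgCl2, Tween 20, BSA; 1 h at room temperature. ATP detected by Kinase-Glo luminescence.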
# VP16 counter – inhibits Gal4-VP16 luciferase reporter, ROR gamma counter-screen. Drosophila S2 Gal4-VP16 UAS-luciferase, luminescence, 20 h. Potency, µM (titrated, usually from 53.6 µM), for inactives: at the highest dose activity, negative = inhibition, usual class: inhibitors. AID 2546. 3.5% of 310,000 active;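 note: Gal4-VP16 expression switched on by copper sulfate through the metallothionein promoter; potency is the fitted concentration of half-maximal effect; % is set by controls: 0 for no effect and ±100 for the full control effect; nearly all actives have a fitted effect of over 50% in size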
# Rab9 promoter act – Rab9 promoter activation. AID 485297. 2.8% of 320,000 active. Huh7 Rab9 promoter-luciferase reporter, luminescence, 24 h. Potency, µM (series often up to 9.22 µM), without a hit: at the highest dose activation, negative = inhibition, usual class: activators; note: potency is the fitted concentration of half-maximal effect; % of control where 0% means no effect; nearly all actives have a fitted effect of over 60% in size
#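 Quantitative HTS format; Huh7 Rab9-luciferase reporter cells (1500/well) receive compound 2 h post-plating, incubate 24 h at 37 °C, then get luciferase reagent for 10 min before luminescence reading.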
# Menin MLL FP TR – displaces Texas Red mutant MLL peptide from human menin | Menin + Texas Red MLL mutant peptide, fluorescence polarization | Potency, µM (doses to about 61.6 µM), inactives show at the top dose FP activity change, negative = inhibition, actives largely listed as inhibitors | O00255 | 0.23% of 270,000 active; active = well fitted inhibition curve with a large enough effect in the polarisation, with a control signal flat, not every such curve was filed as active; inconclusive = small, poorly fitted or top-dose-only effect, or effect the other way, or a change in a side signal; inactive = no such curve, though single readings can be large or run the other way; the % refers to the polarisation; note: potency is the fitted concentration of half-maximal effect; % of control where 0% means no effect; many of its hits are not listed in these tables
# FLuc counter – firefly luciferase modulation, counter-screen for miR-21 project. P08659. purified FLuc, Km substrates, luminescence inhibition. Potency, µM (titrated, usually from 57.5 µM), inactives show at the highest dose activity change, negative = inhibition, actives largely listed as inhibitors. 6.9% of 360,000 active;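 note: potency is the fitted concentration of half-maximal effect; plate controls were vehicle for no effect and reference inhibitor for full effect; nearly all actives have a fitted effect of over 55% in size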
# Target sequence (P08659 whole entry, looked up): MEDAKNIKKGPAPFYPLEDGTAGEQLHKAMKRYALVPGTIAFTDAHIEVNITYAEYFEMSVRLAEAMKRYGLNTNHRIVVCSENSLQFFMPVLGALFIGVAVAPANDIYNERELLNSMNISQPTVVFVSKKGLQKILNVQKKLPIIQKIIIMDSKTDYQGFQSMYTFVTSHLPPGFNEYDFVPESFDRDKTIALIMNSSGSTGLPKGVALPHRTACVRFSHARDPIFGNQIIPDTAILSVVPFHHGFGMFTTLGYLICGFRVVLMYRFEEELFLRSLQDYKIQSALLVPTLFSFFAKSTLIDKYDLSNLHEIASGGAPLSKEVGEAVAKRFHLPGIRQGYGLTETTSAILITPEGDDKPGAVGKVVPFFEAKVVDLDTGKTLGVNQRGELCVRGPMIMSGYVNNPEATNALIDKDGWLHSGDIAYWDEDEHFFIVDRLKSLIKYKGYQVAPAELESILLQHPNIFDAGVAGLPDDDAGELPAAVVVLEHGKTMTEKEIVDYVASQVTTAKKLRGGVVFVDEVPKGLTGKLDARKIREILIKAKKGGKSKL
#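 Purified P. pyralis luciferase, 10 nM final, with Km-level 10 uM D-luciferin and 10 uM ATP in 50 mM Tris acetate pH 7.5, 10 mM Mg acetate, 0.01% Tween-20, 0.05% BSA; 6-point qHTS titration about 60 µM downward; luminescence read.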
# KCNH2 3.1 block – KCNH2 3.1 (human) potassium channel inhibition. U2OS KCNH2 3.1, thallium flux FluxOr; hits give low values. activity change, % (tested at about 1.8 µM). 0.95% of 340,000 active. AID 720553;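 active = maximum activity change below -70%; inconclusive = maximum activity change from -70% to -50%; inactive = maximum activity change above -50%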;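 note: thallium influx rate constant from kinetic fluorescence after stimulation buffer; % is set by controls: 0 for no effect and ±100 for the full control effect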
#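 Normalized rate constant (relative to positive and negative DMSO controls) derived from a 2 min kinetic fluorescence read after stimulation; U2OS cells expressing the 3.1 isoform via virus at 1.77 x 10^8 /mL.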
# Mito fusion yeast – blocks mitochondrial division or promotes mitochondrial fusion. S. cerevisiae fusion-defective mutant growth rescue, CellTiterGlo 48 h. Potency, µM (series often up to 46.1 µM), without a hit: at the highest dose growth rescue (activation), actives largely listed as activators. 0.23% of 320,000 active. AID 485298;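 note: potency is the fitted concentration of half-maximal effect; % of control where 0% means no effect; nearly all actives have a fitted effect of over 45% in size; temperature-sensitive fusion mutants such as fzo1-1 at 37 °C on non-fermentable ethanol glycerol medium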
#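 Read-out: ATP-based luminescence (CellTiterGlo, 10 min ambient) reporting growth of fusion-defective ts yeast after 48 hours at 37C on glycerol/ethanol YPEG medium in the presence of compound.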
# NPC1 promoter act – NPC1 promoter activation | Huh7 NPC1 promoter luciferase reporter, 24 h | Potency, µM (titrated, usually from 9.22 µM), for the others: at the highest dose activation, most hits filed as activators | 2.4% of 320,000 active | AID 485313;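 note: potency is the fitted concentration of half-maximal effect; % of control where 0% means no effect; nearly all actives have a fitted effect of over 60% in size; reporter is driven by a mutant NPC1 promoter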
#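 Huh7 cells stably carrying NPC1 promoter–luciferase, plated in Opti-MEM with 10% FBS for 2 h, were exposed to compound in DMSO for 24 h at 37 °C; luciferase reagent was added for 10 min and luminescence read.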
# ELG1 repair inh – inhibitors of ELG1-dependent DNA repair in HEK293T cells; Potency, µM (series often up to 46.1 µM), for inactives: at the highest dose activity change, negative = inhibition, hits mostly inhibitors; 2.3% of 330,000 active; AID 504467; HEK293T ELG1-luciferase reporter, luminescence, 16 h; DNA damage induced by 5-fluorouridine; note: potency is the fitted concentration of half-maximal effect; % is set by controls: 0 for no effect and ±100 for the full control effect; nearly all actives have a fitted effect of over 55% in size
#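 Cells (2,000 per well) received 5-fluorouridine plus test compound or DMSO and were incubated 16 hr at 37 °C, 5% CO2. Luciferase activity was read by luminescence 30 min after ONE-Glo addition; signal suppression marked inhibition of damage-induced ELG1 function.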
# MBNL1-CUG inh – inhibitors of human MBNL1 binding to CUG repeat RNA. Potency, µM (top dose mostly 57.5 µM), inactives show at the highest dose activity change, negative = inhibition, most hits filed as inhibitors. TR-FRET MBNL1-His/biotin-(CUG)12 binding, 665/545 ratio. Q9NR56. 0.036% of 280,000 active; active = well fitted inhibition curve with a large enough effect in the signal ratio, with a control signal flat, not every such curve was filed as active; inconclusive = small, poorly fitted or top-dose-only effect, or effect the other way, or a change in a side signal; inactive = no such curve, though single readings can be large or run the other way; the % refers to the signal ratio; note: potency is the fitted concentration of half-maximal effect; % is set by controls: 0 for no effect and ±100 for the full control effect
#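 MBNL1-His + Biotin-(CUG)12, cpd titration 92 nM–58 uM; Tb anti-His Ab 0.055 ng/ul, SA-XL665 5 nM (final); 60 min RT; ratiometric 665/545 nm, Ex 340 nm; normalized to buffer and full-complex controls.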
# Starred values were filed as active, the others as inactive; ? = inconclusive; . = no result given; [ ] = remark or other dose. Unless noted, calls come from the whole dose curve; as a rule, active = well fitted curve in the direction sought with a large enough effect; inconclusive = small, poorly fitted or top-dose-only effect, or another doubt; inactive = no such curve, though single readings can be large; an effect the other way counts as inactive or inconclusive.
SMILES,RORg inh,PKM2 act,VP16 counter,Rab9 promoter act,Menin MLL FP TR,FLuc counter,KCNH2 3.1 block,Mito fusion yeast,NPC1 promoter act,ELG1 repair inh,MBNL1-CUG inh
CCC/C(O)=C1\C(=O)CC(c2ccccc2)CC1=NC(C)C(=O)O (stereo unspecified),3%,0%,-3%,0%,0%,5%,6,-3%,2%,-1%,1%
Cc1cc2nc(=O)c(/C=C3\C=Nc4ccccc43)c(N)n2o1,-4%,3%,-4%,13%,.,8%,22,-1%,-1%,5%,20%
CCCCC(=O)Nc1cc(OCC)c(NC(=S)NC)cc1OCC,-1%,-10%,-12%[10 µM],-7%,-5%,-2%,2,4%,3%,-3%,-6%
C/C(CC(=O)Nc1ccc(N(C)C)cc1)=N\NC(=O)c1ccc(C(C)(C)C)cc1,?,-2%,4µM*,14%,-9%,?,24,-6%,-1%,4%,-5%
Cc1ccc(C(=O)NCCN2CCOCC2)c(Cl)c1,-27%,1%,12%,21%,1%,-17%,9,-2%,19%,?,-7%
CCCCc1nnc(SC(C)C(=O)Nc2nccs2)n1C (stereo unspecified),-15%,15%,0%,-2%,.,5%,9,0%,2%,5%,-2%
COc1ccc(CCNC(=O)C2CCN(S(=O)(=O)c3ccc(SC)cc3)CC2)cc1,?,-2%,7%,-1%,-25%,3%,-3,2%,0%,-24%,-2%
COc1cc(/C=C2/NC(=O)N(CC(=O)Nc3ccc(C)cc3)C2=O)ccc1Oc1ccc([N+](=O)[O-])cn1,-14%,-5%,-11%,-7%,36%[activator],0%,6,5%,-3%,-2%,6%
CC1(C)COCN1C(=O)c1ccc(C#N)cc1,-11%,.,-9%,7%,2%,0%,-1,8%,0%,-4%,-5%
O=C(CCC(=O)N1CCN(Cc2ccc(F)cc2)CC1)Nc1nnc(C(F)(F)F)s1,20%,1%,-2%,-8%,-1%,2%,-3,-3%,-3%,-23%,3%
CC1(C(=O)N2CCC(CO)(Cc3cccc(C(F)(F)F)c3)CC2)CC1,2%,-3%,2%,1%,-15%,-2%,-4,0%,-3%,-14%,-3%
Cc1ccccc1-c1nn(-c2ccc(F)cc2F)cc1CNCC(C)O (stereo unspecified),2%,-12%,1%,-10%,-3%,-2%,1,-13%,-7%,-2%,4%
COc1ccccc1NC(=O)CCNC(=O)Cn1ccc2ccccc2c1=O,18%,5%,-7%,-2%,-12%,1%,-2,2%,-1%,-5%,-3%
O=C(NCc1ccccc1)c1cccc(F)c1F,1%,4%,4%,-6%,6%,-2%,2,-4%,1%,?,-10%
O=c1cc(CSc2ccccn2)c2ccccc2[nH]1,29%,-2%,9%,12%,4%,-12%,-5,0%,2%,21%,-4%
COc1ccccc1CNC(=O)CN1C(=O)NC2(CCCc3sccc32)C1=O (stereo unspecified),.,.,.,-1%,.,0%,10,-1%,0%,5%,.
CCCS(=O)(=O)N1CCC(C(=O)NCCC(C)C)CC1,-7%,-5%,0%,-6%,-5%,4%,0,-3%,-4%,-14%,-8%
COc1cc([N+](=O)[O-])ccc1N=Nc1c(N)[nH]n(-c2ccccc2)c1=O,11%,0%,-9%,?,?,?,0,-1%,11%,4%,6%
COC1(C)CC2C(CC1OC(=O)c1cc([N+](=O)[O-])cc([N+](=O)[O-])c1)C2(C)C (stereo unspecified),-3%,-6%,-7%,-1%,-16%,-2%,-4,?,-2%,-2%,?
FC(F)(F)c1cnc(Oc2ccccc2-c2nnco2)c(Cl)c1,0%,-1%,-12%,1%,-17%,0%,0,2%,7%,4%,-2%

# An excerpt from above in order of their number in Mito fusion yeast, lowest first.
smiles	RORg inh	PKM2 act	Rab9 promoter act	Menin MLL FP TR	Mito fusion yeast	NPC1 promoter act
Cc1ccc(C(=O)NCCN2CCOCC2)c(Cl)c1	-27%	1%	21%	1%	-2%	19%
CCCCc1nnc(SC(C)C(=O)Nc2nccs2)n1C (stereo unspecified)	-15%	15%	-2%	.	0%	2%
CC1(C)COCN1C(=O)c1ccc(C#N)cc1	-11%	.	7%	2%	8%	0%

# Structures from the list above that contain a Cl atom:
SMILES,RORg inh,PKM2 act,VP16 counter,Rab9 promoter act,Menin MLL FP TR,FLuc counter,KCNH2 3.1 block,Mito fusion yeast,NPC1 promoter act,ELG1 repair inh,MBNL1-CUG inh
Cc1ccc(C(=O)NCCN2CCOCC2)c(Cl)c1,-27%,1%,12%,21%,1%,-17%,9,-2%,19%,?,-7%
FC(F)(F)c1cnc(Oc2ccccc2-c2nnco2)c(Cl)c1,0%,-1%,-12%,1%,-17%,0%,0,2%,7%,4%,-2%

# New compounds follow
SMILES,RORg inh,PKM2 act,VP16 counter,Rab9 promoter act,Menin MLL FP TR,FLuc counter,KCNH2 3.1 block,Mito fusion yeast,NPC1 promoter act,ELG1 repair inh,MBNL1-CUG inh
Cc1cc(N(CN2CCCC2=O)C(=O)c2ccccc2)no1,1%,2%,-2%,-9%,10%,3%,-3,-2%,3%,-5%,0%
O=C(Nc1ncc([N+](=O)[O-])s1)c1ccco1,-31%,-52%,-28%,1.1µM*,.,11µM*,18,-11%,1.6µM*,?,?
COC(=O)c1cccc(NC(=O)c2onc3c2CCCC3)c1,7.1µM*,-21%,?,0.32µM*,0%,0.85µM*,8,4%,0.4µM*,?,-6%
COC(=O)Nc1cc(C)nc2ccccc12,?,-2%,12%,3%,?,2%,1,1%,0%,1%,2%
NC(=O)N/N=C/c1coc2ccc(O)cc2c1=O,?,1%,-1%,2%,.,-11%,3,-15%,1%,?,.
CN(C)S(=O)(=O)N(CC(=O)Nc1cccc(F)c1)c1ccccc1,-2%,-2%,6%,-2%,13%,13%,?,-3%,5%,27%,-8%
Cc1[nH]n(-c2ccc(C(=O)O)cc2)c(=O)c1CCO,2%,-2%,2%,-5%,2%,-1%,-1,8%,-3%,1%,0%
O=C(NCC(c1cccs1)N1CCOCC1)c1cc(-c2ccc(F)cc2)nc2ccccc12 (stereo unspecified),5%,-1%,-13%,-5%,-16%,?,-17,19%,-2%,?,6%
O=C(Nc1cc(S(=O)(=O)N2CCOCC2)ccc1N1CCOCC1)c1ccc(Cl)nc1,6%,2%,-1%,-4%,.,1%,13,0%,-2%,-5%,-3%
Cc1cccc(C(=O)Oc2ccc(/C=N/NC(=O)c3ccc(O)cc3)cc2)c1,-19%,3%,?,4%,?,?,-33,3%,-2%,0%,5%
COc1ccc(CCNC(=O)c2ccccc2SC)cc1,23%,-9%,0%,-2%,5%,-3%,-1,-6%,4%,16%,-4%
CC(C)(C)n1nnnc1C(c1cc2cc3c(cc2[nH]c1=O)OCCO3)N1CCSCC1 (stereo unspecified),0%,-6%,-1%,-1%,-11%,1%,1,1%,-1%,-9%,-1%
C=CCSc1nnc(-c2ccc([N+](=O)[O-])cc2)o1,-6%,-6%,?,4µM*,-20%,17µM*,-13,1%,3.5µM*,?,?
N#Cc1cc(S(=O)(=O)c2ccc(Cl)cc2)c(N)[nH]c1=O,-12%,4%,-3%,-2%,?,-17%,10,1%,-2%,-12%,2%
C/C(=N\NC(=O)c1ccc(CSc2nncn2C)cc1)c1cccs1,-9%,-4%,-13%,3.5µM*,-4%,24µM*,12,?,?,?,?
COC(=O)c1ccc(NC(C(=O)OC)C(C)C)c([N+](=O)[O-])c1 (stereo unspecified),33%,12%,-8%,-4%,5%,2%,7,13%,-6%,1%,?
Clc1ccc(-c2nnc(-c3ccc(Br)cc3)c(N3CCSCC3)n2)cc1,20%,-5%,-6%,-5%,18%,-2%,-16,3%,-1%,?,29%
O=c1/c(=C/c2ccc([N+](=O)[O-])cc2)sc2n1CCCN=2,?,-5%,?,3.5µM*,-18%,?,8,9%,2.8µM*,?,?
COc1cc(/C=C2/C(=O)N(c3ccc(Br)cc3)N=C2C)cc(OC)c1OC,?,.,-4%,-1%,.,?,15,-16%,-3%,0%,0%
CC(C)c1ccc(OCC(=O)NC2CCCC2)cc1,36%,-1%,-6%,0%,1%,?,5,-3%,-1%,7%,-14%

# Compound activity: PubChem, National Center for Advancing Translational Sciences (NCATS)

# Not all compounds are listed; count on the stated rates, not on these rows.
